Assay outcomes as filed in PubChem.
GRP78 ERSR act: ER stress response induction in glioma; AID 602332; U87-MG GRP78 promoter luciferase reporter, 16 h; 420,000 tested, 0.02% active; Potency, µM, for inactives: top-dose activation, most hits filed as activators; further: potency means the concentration at half of the fitted maximal effect; series mostly up to about 76 µM; % of control where 0% means no effect; nearly all actives have a fitted effect of over 35% in size
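Stably transfected U87-MG glioma cells carrying a GRP78-based luciferase sensor; 16 h compound incubation. Luminescence end-point read 10 min after Bright-Glo addition at room temperature.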
mIDH1 inhibitor: blocks human mutant IDH1 R132H enzyme; IDH1-R132H enzyme, NADPH consumption, diaphorase/resazurin fluorescence; Potency, µM (series often up to 76.6 µM), for inactives: top-dose activity change, negative = inhibition, usual class: inhibitors; 390,000 tested, 0.093% active; AID 602179; further: potency means the concentration at half of the fitted maximal effect; on the % scale 0 is the no-effect control and ±100 the full control effect; nearly all actives have a fitted effect of over 65% in size
Target sequence (O75874 whole entry R132H, stated change not applied): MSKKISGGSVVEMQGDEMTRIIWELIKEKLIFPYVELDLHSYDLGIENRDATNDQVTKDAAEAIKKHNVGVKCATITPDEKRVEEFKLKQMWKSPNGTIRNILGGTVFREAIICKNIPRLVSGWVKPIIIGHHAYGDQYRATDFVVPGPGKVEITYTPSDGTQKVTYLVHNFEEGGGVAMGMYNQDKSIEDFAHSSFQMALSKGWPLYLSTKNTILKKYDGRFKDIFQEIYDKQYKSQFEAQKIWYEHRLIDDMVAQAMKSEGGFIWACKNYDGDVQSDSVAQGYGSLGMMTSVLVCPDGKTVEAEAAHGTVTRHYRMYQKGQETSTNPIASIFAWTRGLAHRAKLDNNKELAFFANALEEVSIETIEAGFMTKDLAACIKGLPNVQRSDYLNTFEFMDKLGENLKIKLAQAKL
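IDH1-R132H (0.5 ug/mL dispensed) in pH 7.5 Tris buffer was preincubated 30 min with compound, then given a substrate mix of 0.016 mM NADPH and 2 mM alpha-KG for 80 min at room temperature; remaining NADPH was read by diaphorase/resazurin fluorescence.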
Vif-APOBEC3G blk: inhibitors of Vif-APOBEC3G interaction. Q9HC16. Potency, µM (highest dose often 46.1 µM), for the others: at the top dose activity, negative = active, actives largely listed as inhibitors. HeLa A3G-eYFP + Vif (tagged APOBEC3G with the HIV-1 protein that degrades it), YFP fluorescence, overnight. 410,000 tested, 0.076% active;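 further: potency means the concentration at half of the fitted maximal effect; on the % scale 0 is the no-effect control and ±100 the full control effect; nearly all actives have a fitted effect of over 60% in size; hits raise eYFP signal because A3G escapes Vif-driven loss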
Target sequence (Q9HC16 whole entry, looked up): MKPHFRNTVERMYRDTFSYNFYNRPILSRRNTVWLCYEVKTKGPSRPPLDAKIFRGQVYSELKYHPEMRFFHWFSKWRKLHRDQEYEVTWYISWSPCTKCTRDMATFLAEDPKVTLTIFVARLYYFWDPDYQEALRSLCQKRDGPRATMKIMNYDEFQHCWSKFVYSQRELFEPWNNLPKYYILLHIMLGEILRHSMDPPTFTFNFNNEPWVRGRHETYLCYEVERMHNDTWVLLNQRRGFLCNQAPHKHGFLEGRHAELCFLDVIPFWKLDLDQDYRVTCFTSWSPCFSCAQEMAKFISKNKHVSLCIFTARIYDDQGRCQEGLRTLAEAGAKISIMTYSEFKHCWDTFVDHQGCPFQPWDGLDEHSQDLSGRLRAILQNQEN
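HeLa cells stably expressing Vif and C-terminally eYFP-tagged A3G, seeded overnight at 37 deg C, then exposed to compound by pintool overnight at 37 deg C. Rise in yellow fluorescence (Ex 488/Em 500-530, Acumen) marks blocked Vif-driven A3G degradation.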
Vif-APOBEC3F blk: inhibitors of Vif-A3F interaction | 390,000 tested, 0.2% active | AID 602313 | Potency, µM (highest dose often 46.1 µM), without a hit: at the highest dose activity, negative = active | HeLa A3F-eYFP + Vif (tagged APOBEC3F with the HIV-1 protein that degrades it), YFP fluorescence increase; further: potency means the concentration at half of the fitted maximal effect; % of control where 0% means no effect; nearly all actives have a fitted effect of over 65% in size
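HeLa cells stably expressing A3F-eYFP plus Vif, plated and incubated overnight at 37 deg C, then exposed to compounds overnight at 37 deg C. Blocked degradation read as raised yellow fluorescence (Ex 488/Em 500-530).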
RXFP1 agonist: activates the human relaxin receptor RXFP1; Q9HBX9; HEK293T-RXFP1 cAMP TR-FRET, 30 min; response scale: percent of porcine relaxin response, buffer zero; AID 2676; Potency, µM (titrated, usually from 57.5 µM), for inactives: at the top dose activation, usual class: activators; 370,000 tested, 0.3% active; further: potency means the concentration at half of the fitted maximal effect; on the % scale 0 is the no-effect control and ±100 the full control effect; nearly all actives have a fitted effect of over 60% in size; many of its hits are not listed in these tables
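HEK293T cells stably expressing RXFP1 were pretreated with the PDE4 inhibitor Ro 20174, exposed to compounds for 30 min at 37C, lysed, and cAMP was read by TR-FRET. Data normalized to buffer (basal) and 29 nM porcine relaxin (100%).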
PI4K2A block: inhibitors of human PI4K2A; activity change, negative = inhibition, % at 76.9 µM; purified PI4K2A, ADP-Glo luminescence, 1 h; active compounds read low; 420,000 tested, 0.13% active; in the data active means activity change below about -50%; inconclusive means mostly about -30% to -49%;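 further: -100% = wells without enzyme as full effect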
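In this quantitative HTS, ADP production by PI4K2A was quantified luminescently after 1 h at ambient temperature; 100 microM adenosine served as plate-quality control.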
TrxR1 substrate: substrates of rat thioredoxin reductase 1 | O89049 | purified TrxR1 substrate turnover, NADPH consumption readout | Potency, µM (doses to about 114 µM), inactives show at the top dose activity change, negative = substrate turnover | 390,000 tested, 0.01% active | AID 588456; further: potency means the concentration at half of the fitted maximal effect; on the % scale 0 is the no-effect control and ±100 the full control effect; nearly all actives have a fitted effect of over 50% in size
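Rat TrxR1, dispensed at 90 nM, was prereduced with 400 uM NADPH (final) for 5 min at ~22 deg C, then incubated with compound 15 min before 400 uM selenite. A first-read NADPH fluorescence drop versus no-compound background flagged substrates.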
LDHA inh: LDHA (human) enzyme inhibition. activity change, % (values are at about 110 or 230 µM). 480,000 tested, 0.15% active. P00338. purified LDHA, NADH/diaphorase-resazurin fluorescence; active compounds read low; in the data active means activity change below about -30%; inconclusive means mostly about -25% to -30%;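 further: plate controls were DMSO wells for no effect and wells without enzyme for full effect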
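Human LDH5 at 2 nM final in Tris HCl pH 7.4 with 0.06 mM NADH and 0.2 mM pyruvate, reacted 5 minutes at room temperature. Remaining NADH coupled via diaphorase/resazurin; resorufin fluorescence read at 0 and 20 minutes, normalized to enzyme-free and DMSO wells.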
USP1 inh: USP1/UAF1 (human) deubiquitinase inhibition; recombinant USP1/UAF1, Ub-Rhodamine cleavage fluorescence; Potency, µM (doses to about 57.1 µM), without a hit: top-dose activity change, negative = inhibition, actives largely listed as inhibitors; 390,000 tested, 0.23% active; further: potency means the concentration at half of the fitted maximal effect; on the % scale 0 is the no-effect control and ±100 the full control effect; nearly all actives have a fitted effect of over 60% in size; inactives centre near -12
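USP1/UAF1 complex (1 nM) preincubated 15 min at room temperature with compound, then Ub-Rho substrate (150 nM final) added. Kinetic fluorescence at 480/540 nm over 6 reads at 60 s intervals; 50 mM HEPES pH 7.8, 0.5 mM EDTA, 0.1 mg/ml BSA, 1 mM TCEP, 0.01% Tween-20.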
* = called active by the depositor; u = inconclusive; x = no result given; & = joins results of further samples; [ ] = remark or other dose. Unless noted, the call rests on the fitted dose curve; in most records, active means well fitted curve in the direction sought with a large enough effect; inconclusive means small, poorly fitted or top-dose-only effect, or another doubt; inactive means no such curve, though single readings can be large; an effect the other way counts as inactive or inconclusive. Only part of the results is shown; the hit share may differ from the screen's.

SMILES	GRP78 ERSR act	mIDH1 inhibitor	Vif-APOBEC3G blk	Vif-APOBEC3F blk	RXFP1 agonist	PI4K2A block	TrxR1 substrate	LDHA inh	USP1 inh
COc1ccccc1C/C(N)=N/OC(=O)COc1ccc(C)cc1C	-6%	1%	-4%	-9%	x	4	-10%	5	5%
O=C(c1cc(=O)c2ccccc2o1)N1CCN(c2cccc(Cl)c2)CC1	-4%	2%	-20%	-11%	0.2%	1	2%[57.1 µM]	1&-5	-8%
O=C(c1ccc(S(=O)(=O)N2CCOCC2)cc1)N1CCN(C2=NS(=O)(=O)c3ccccc32)CC1	4%	-2%	1%	-3%	0.2%	3	4%	-11	-13%
Cc1ccc(NC(=O)CSc2nnc(-c3cc(C)[nH]n3)n2N)cc1	-1%	6%	-6%	2%	-1.0%	4	2%	-1	-20%
CCCCCCNC(=O)Cc1ccc(Br)cc1	3%	7%	-4%	0%	-1.8%	3	-23%[57.1 µM]	-3	-9%
CCC(=O)N1CCc2cc(S(=O)(=O)NC(CC(C)C)C(=O)Nc3ccc(CC)cc3)ccc21 (configuration not stated)	-7%	-5%	4%	-18%	-0.4%	1	1%	-20	-8%
COC(=O)CC1C(=O)NCCN1C(=O)CSc1nc2ccccc2c(=O)n1CC(C)C (configuration not stated)	-6%	2%	0%	-12%	0.7%	3	9%[57.1 µM]	-6	-21%
CCSc1nnc(NC(=O)c2nc3nc(C)cc(C)n3n2)s1	-3%	4%	-4%	-10%	3.6%	1	-5%[57.1 µM]	-1	-5%
Cn1nnnc1SCC(=O)Nc1cc(S(=O)(=O)N2CCCCC2)ccc1Cl	-2%	0%	-1%	-6%	x	2	11%	-4	-2%
CCCN1C(=O)/C(=C\c2ccncc2)SC1=Nc1ccccc1	11%	-3%	-9%	1%	-1.1%	7	-8%	2	0%
COc1ccc(C2/C(=C(\O)c3ccc(OC)c(Cl)c3)C(=O)C(=O)N2CCN(C)C)cc1 (configuration not stated)	-7%	6%	-1%	-11%	3.0%	0	-2%	-1	-19%
N#CC1=C(N)Oc2cc3ccccc3cc2C1c1cccnc1 (configuration not stated)	-7%	-7%	u	-3%	-0.3%	2	-10%	-3	-2%

10 consecutive records already listed, for reference:
SMILES	GRP78 ERSR act	mIDH1 inhibitor	Vif-APOBEC3G blk	Vif-APOBEC3F blk	RXFP1 agonist	PI4K2A block	TrxR1 substrate	LDHA inh	USP1 inh
O=C(c1ccc(S(=O)(=O)N2CCOCC2)cc1)N1CCN(C2=NS(=O)(=O)c3ccccc32)CC1	4%	-2%	1%	-3%	0.2%	3	4%	-11	-13%
Cc1ccc(NC(=O)CSc2nnc(-c3cc(C)[nH]n3)n2N)cc1	-1%	6%	-6%	2%	-1.0%	4	2%	-1	-20%
CCCCCCNC(=O)Cc1ccc(Br)cc1	3%	7%	-4%	0%	-1.8%	3	-23%[57.1 µM]	-3	-9%
CCC(=O)N1CCc2cc(S(=O)(=O)NC(CC(C)C)C(=O)Nc3ccc(CC)cc3)ccc21 (configuration not stated)	-7%	-5%	4%	-18%	-0.4%	1	1%	-20	-8%
COC(=O)CC1C(=O)NCCN1C(=O)CSc1nc2ccccc2c(=O)n1CC(C)C (configuration not stated)	-6%	2%	0%	-12%	0.7%	3	9%[57.1 µM]	-6	-21%
CCSc1nnc(NC(=O)c2nc3nc(C)cc(C)n3n2)s1	-3%	4%	-4%	-10%	3.6%	1	-5%[57.1 µM]	-1	-5%
Cn1nnnc1SCC(=O)Nc1cc(S(=O)(=O)N2CCCCC2)ccc1Cl	-2%	0%	-1%	-6%	x	2	11%	-4	-2%
CCCN1C(=O)/C(=C\c2ccncc2)SC1=Nc1ccccc1	11%	-3%	-9%	1%	-1.1%	7	-8%	2	0%
COc1ccc(C2/C(=C(\O)c3ccc(OC)c(Cl)c3)C(=O)C(=O)N2CCN(C)C)cc1 (configuration not stated)	-7%	6%	-1%	-11%	3.0%	0	-2%	-1	-19%
N#CC1=C(N)Oc2cc3ccccc3cc2C1c1cccnc1 (configuration not stated)	-7%	-7%	u	-3%	-0.3%	2	-10%	-3	-2%

(list continues)
SMILES	GRP78 ERSR act	mIDH1 inhibitor	Vif-APOBEC3G blk	Vif-APOBEC3F blk	RXFP1 agonist	PI4K2A block	TrxR1 substrate	LDHA inh	USP1 inh
O=C(Nc1ccc2c(c1)OCCO2)C1CCCN(S(=O)(=O)c2cccs2)C1 (configuration not stated)	0%	6%	-3%	0%	-0.2%	-1	7%[57.1 µM]	-2	-17%
COc1ccc(CN(C)CC(=O)Nc2cccc3ccccc23)cc1F	-1%	0%	-1%	-7%	6.0%	-2	0%	-1	-27%
Cc1cnc(C)c(N2CCN(Cc3nc(-c4cccc(F)c4F)oc3C)CC2)n1	-2%	3%	-1%	8%	3.3%	3	-1%	-9	-11%
CCCCN1C(=O)c2ccccc2C1C(=O)NC1CCCC1 (configuration not stated)	-1%	4%	0%	0%	3.9%	0	11%	-9	-13%
CCc1nc2ccccc2c(C(=O)OCC(=O)NCc2ccco2)c1C	-5%	1%	-2%	4%	2.4%	-3	8%[57.1 µM]	1	-20%
CCc1ccc(NC(=O)c2c(C(=O)Nc3ccccc3)sc3nc(C)cc(=O)n23)cc1	5%&5%	5%&14%	10%&-12%	-1%&-22%	u	-2&-1	-1%&1%	-4&4	-20%&-18%
CC1CCN(C(=O)c2[nH]cnc2C(=O)N(C)Cc2ccccc2)CC1	-4%	-2%	1%	-2%	-1.0%	-3	5%	-10	u
CC(C)CNC(=O)c1ccc(-c2ccc(F)c(F)c2)c2ccoc12	0%	x	2%	x	x	-3	x	0	x
CCN(c1ccc(NC(=O)CSc2nnc3nc(C)cc(C)n23)cc1)C(C)C	-4%	-1%	1%	1%	-1.7%	-6	10%[57.1 µM]	2	-19%
COc1ccc(NS(=O)(=O)c2ccc3c(c2)CCN3C(=O)C2CC2)cc1OC	-2%	0%	12%	1%	-0.8%	-6	-3%	-16	-24%
O=C(COC(=O)Cc1ccccc1F)Nc1ccc2c(c1)OCO2	4%	6%	2%	3%	-3.2%	-7	11%[57.1 µM]	-9	u
NNC(=O)c1cncn1-c1ccc(F)cc1	-1%	-2%	-2%	-18%	1.5%	-4	-2%[57.1 µM]	-9	-11%

Compound profiles (already shown). Values in the order: GRP78 ERSR act, mIDH1 inhibitor, Vif-APOBEC3G blk, Vif-APOBEC3F blk, RXFP1 agonist, PI4K2A block, TrxR1 substrate, LDHA inh, USP1 inh
O=C(COC(=O)Cc1ccccc1F)Nc1ccc2c(c1)OCO2 is listed with 4%, 6%, 2%, 3%, -3.2%, -7, 11%[57.1 µM], -9, u
CCc1ccc(NC(=O)c2c(C(=O)Nc3ccccc3)sc3nc(C)cc(=O)n23)cc1 is listed with 5%&5%, 5%&14%, 10%&-12%, -1%&-22%, u, -2&-1, -1%&1%, -4&4, -20%&-18%

Carrying on.
SMILES	GRP78 ERSR act	mIDH1 inhibitor	Vif-APOBEC3G blk	Vif-APOBEC3F blk	RXFP1 agonist	PI4K2A block	TrxR1 substrate	LDHA inh	USP1 inh
CCOC(=O)c1cc2c(=O)n3ccccc3nc2n(CC2CCCO2)c1=NC(=O)c1ccccc1OCC (configuration not stated)	-1%	u	-13%	0%	24%	-2	14%	0	-23%
COc1ccccc1CNC(=O)[C@H](C)NC(=O)C1CCN(C(=O)[C@@H](N)CC(C)C)CC1	0%	-6%	0%	-2%	1.1%	2	5%	-3	-18%
Cc1onc(-c2ccccc2)c1-c1n[nH]c(=S)n1-c1ccccc1	-3%	-1%	0%	7%	x	2	3%	-4	-9%
N/C(=N\OC(=O)COc1ccc2ccccc2c1)c1ccccn1	2%	8%	1%	-6%	0.2%	0	-2%	1	-14%
CC(C)C(C(=O)NC1CCCC1)N(Cc1ccco1)C(=O)CNS(=O)(=O)c1ccccc1 (configuration not stated)	-7%	3%	3%	5%	-0.9%	2	0%	-4	-19%
Cc1cccc(C)c1-n1nnnc1C(C1CC1)N1CCN(C/C=C/c2ccccc2)CC1 (configuration not stated)	-5%	x	0%	x	x	1	x	-9	x
COc1ccc(-c2coc3c(C(=O)Nc4cccc(NS(C)(=O)=O)c4)cccc23)c(C)c1	-5%	x	-1%	x	x	-4	x	-1	x
O=C(COc1cc2oc(=O)c3c(c2cc1Cl)CCC3)NCc1ccccn1	9%	-3%	-1%	0%	-0.9%	-4	-9%	-4	-19%
CCN1C(=O)/C(=C/C2=Cc3ccccc3OC2C)SC1=S (configuration not stated)	-1%	7%	-1%	-25%	0.1%	6	-8%	-5	u
Cc1c(Cl)cccc1NC(=O)C1=COCCO1	0%	2%	-1%	-15%	-0.1%	-1	6%[57.1 µM]	-2	u
CN1C(=S)N(c2cccnc2)C(=O)/C1=C\c1ccc(N(C)C)cc1	-8%	7%	u	u	-2.4%	-11	-6%	6	-18%
Cc1ccc(S(=O)(=O)N2C(=O)CCC2C(=O)N2CCCCC2)cc1 (configuration not stated)	-5%	2%	6%	1%	1.3%	2	6%	-2	-12%
Cc1ccsc1C(=O)N1CCC1(C)C(=O)NS(=O)(=O)c1ccc(C#N)cc1 (configuration not stated)	-1%	x	4%	x	x	-4	x	-12	x
CCNC(=O)CCc1nc(-c2ccc(C(C)(C)C)cc2)no1	-8%	2%	7%	-9%	0.4%	-15	3%	-3	-20%
